RGS4 act: RGS4 potentiators or activators, primary screen, cell-based, HEK293 M3R inducible RGS4, calcium flux; carbachol calcium flux Fluo4; hits give low values; B-score at 10 µM; hit rate 0.92% among 310,000; AID 463111, 2010;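 active = B-score of the integrated calcium signal more than 4 SD below the library mean, with starting fluorescence not abnormally high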;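 note: negative B-score means reduced calcium response which marks RGS4 activation or potentiation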
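Material: Inducible-RGS4 HEK293 cells carrying M3 receptor; also added: carbachol at ECmax as muscarinic agonist stimulus; incubation: compound preincubation 20 min at room temperature before agonist; signal: Fluo4-AM (2 µM) calcium-flux fluorescence, kinetic read; measure: integrated calcium ratio converted to B score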
MrgX1 PAM: positive allosteric modulators of MrgX1, primary screen, HEK293 cells, Fluo-4 calcium flux; Mas-related G-protein coupled receptor member X1 (Homo sapiens), Q96LB2; FDSS; hits give high values; B-score at 10 µM; hit rate 0.63% among 310,000; AID 588675, 2011;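 active = plate-corrected calcium response at least 3 library SD above typical, normal starting fluorescence, not activating the receptor alone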;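 note: compound read alongside a low EC10 to EC30 dose of BAM8-22 agonist; peak minus trough fluorescence over baseline measured at the second addition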
hERG rescue: hERG rescue from dofetilide block, primary screen, cell-based, CHO-hERG, FluxOR thallium flux, dofetilide IC70; activation (rescue from dofetilide block), less the hit threshold, % at 10 µM; Voltage-gated inwardly rectifying potassium channel KCNH2 (Homo sapiens), Q12809; hit rate 0.51% among 310,000; AID 1511, 2009; dofetilide IC70 present;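 active = activation above the mean of controls blocked by dofetilide plus 5 SD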;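 note: thallium influx through hERG after potassium depolarization seen as dye fluorescence rise; in these data hits start at about 4.7%; inactives centre near -7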
KCNK3 inh: human KCNK3 channel inhibitors, primary screen, CHO cells, FluxOR thallium flux, B-score | hit rate 0.84% among 340,000 | FluxOR fluorescence; hits give low values | B-score at 10 µM;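 active = B-score under library mean minus 4 SD, starting fluorescence ratio at most library mean plus 5 SD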;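 note: more negative B-score means stronger inhibition of thallium flux through KCNK3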
Target sequence (O14649 whole entry, looked up): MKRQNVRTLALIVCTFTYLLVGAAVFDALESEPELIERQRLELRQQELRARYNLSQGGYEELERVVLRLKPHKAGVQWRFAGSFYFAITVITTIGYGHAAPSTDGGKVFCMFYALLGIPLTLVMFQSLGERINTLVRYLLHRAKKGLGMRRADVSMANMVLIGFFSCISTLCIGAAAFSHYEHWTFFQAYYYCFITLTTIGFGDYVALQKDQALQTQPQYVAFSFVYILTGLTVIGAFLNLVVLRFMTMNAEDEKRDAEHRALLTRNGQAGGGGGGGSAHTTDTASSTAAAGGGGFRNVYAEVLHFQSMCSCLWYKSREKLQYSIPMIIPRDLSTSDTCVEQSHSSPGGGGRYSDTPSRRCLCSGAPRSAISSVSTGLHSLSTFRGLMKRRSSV
RGS4 inh: RGS4 inhibitors, primary screen, cell-based, HEK293 M3R inducible RGS4, calcium flux. Fluo-4 calcium flux; hits give high values; triggered by carbachol at its EC20. B-score at 10 µM. hit rate 0.45% among 310,000;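 active = B-score, a plate-corrected calcium signal, over three deviations above library mean, with baseline fluorescence within five deviations of library mean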;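 note: RGS4 expression induced by doxycycline in cells with stable M3 receptor; B-score is computed from the integrated fluorescence ratio over baseline after carbachol; higher B-score means a larger calcium signal and so more RGS4 inhibition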
Target sequence (P49798 whole entry, looked up): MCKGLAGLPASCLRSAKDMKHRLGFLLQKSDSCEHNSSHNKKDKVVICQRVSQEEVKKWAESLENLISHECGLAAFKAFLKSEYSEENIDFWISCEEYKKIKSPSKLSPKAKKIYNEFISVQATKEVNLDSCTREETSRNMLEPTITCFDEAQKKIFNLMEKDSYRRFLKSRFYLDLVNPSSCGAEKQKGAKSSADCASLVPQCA
KCNQ1 pot: potentiators or activators of KCNQ1 channel, primary screen, cell-based, thallium flux, high-throughput | AID 2648, 2010 | B-score at 10 µM | hit rate 0.35% among 310,000 | CHO-K1 KCNQ1, thallium flux FluxOR fluorescence; hits give high values;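 active = fluorescence ratio B-score, a plate-corrected score, at least three library SD, with initial intensity B-score within 5 SD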
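System: CHO-K1 cells stably expressing KCNQ1 / Medium: assay buffer for compound exposure, DMSO matched across wells / Reagent: thallium- and potassium-containing depolarizing buffer / Compound: one concentration, matched DMSO / Incubation: 20 min compound pretreatment at room temperature / Measured by: kinetic FluxOR fluorescence, 10 s baseline plus 110 s post-stimulus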
KCNK9 block: KCNK9 potassium channel inhibitors, primary screen, HEK293 cells, thallium flux. Potassium channel subfamily K member 9 (Homo sapiens), Q9NPC2. FluxOR thallium flux fluorescence; hits give low values. B-score at 10 µM. hit rate 1.2% among 310,000. AID 488922, 2010;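 active = ratio B-score over 3 SD below the library mean, with starting fluorescence within 5 SD of its mean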;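 note: negative B-score means less thallium flux so channel inhibition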
Target sequence (Q9NPC2 whole entry, looked up): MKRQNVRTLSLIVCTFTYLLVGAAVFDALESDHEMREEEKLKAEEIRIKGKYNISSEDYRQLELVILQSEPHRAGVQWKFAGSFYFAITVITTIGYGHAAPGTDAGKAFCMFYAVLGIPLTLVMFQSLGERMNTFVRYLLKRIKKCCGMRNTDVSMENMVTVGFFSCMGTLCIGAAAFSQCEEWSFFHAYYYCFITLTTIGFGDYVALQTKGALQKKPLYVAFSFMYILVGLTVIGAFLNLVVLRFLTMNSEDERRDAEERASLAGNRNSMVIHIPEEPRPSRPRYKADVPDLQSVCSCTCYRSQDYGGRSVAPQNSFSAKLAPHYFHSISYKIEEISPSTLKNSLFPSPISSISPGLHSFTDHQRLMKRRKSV
KCNQ1 inh: inhibitors of human KCNQ1 channel, primary screen, cell-based, thallium flux, high-throughput; hit rate 1.3% among 310,000; B-score at 10 µM; CHO-K1 KCNQ1, FluxOR thallium flux fluorescence; hits give high values; AID 2642, 2010; Potassium voltage-gated channel subfamily KQT member 1 (Homo sapiens), P51787;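 active = compounds whose thallium flux B-score, printed positive for inhibition, exceeds three library SD while starting fluorescence stays within three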;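 note: channel opened by potassium depolarization with thallium stimulus after 20 min compound exposure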
TMEM16A inh: TMEM16A chloride channel inhibitors, primary screen, cell-based, HTS; HEK293 TMEM16A/YFP iodide influx fluorescence, ionomycin; AID 588511, 2011; normalized B-score (activity score, 25-100; higher = stronger inhibition) at 10 µM; hit rate 1.2% among 310,000; Anoctamin-1 (Mus musculus), Q8BHY3;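 active = ratio plate-corrected score three or more library SD toward inhibition, starting fluorescence score within five deviations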;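 note: score derived from kinetic fluorescence span divided by baseline fluorescence per well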
TMEM16A act: TMEM16A chloride channel activators or potentiators, primary screen, cell-based, HTS; HEK293 TMEM16A/YFP-H148Q/I152L, iodide quench fluorescence; hits give low values; B-score at 10 µM; hit rate 0.3% among 340,000; AID 623877, 2012;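 active = fluorescence-ratio B-score plate-corrected deviation score at least 3 library SD below zero, with starting fluorescence score within 5 deviations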;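 note: channel opened by trigger with iodide after compound preincubation; score built on the fluorescence ratio of max minus min over baseline; more negative score means more quench and so TMEM16A activation or potentiation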
MrgX1 ag: agonists of human MrgX1 receptor, primary screen, HEK293 cells, Fluo-4 calcium flux. Mas-related G-protein coupled receptor member X1 (Homo sapiens), Q96LB2. Fluo-4 calcium fluorescence, agonist mode; hits give high values. B-score at 10 µM. hit rate 0.44% among 310,000. AID 588627, 2011;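 active = calcium response B-score plate-corrected fluorescence ratio at least 3 library SD, with starting fluorescence B-score inside 5 SD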
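Test system: Stable human MrgX1 HEK293 cell line | Schedule: Overnight plating before 1 h dye loading | Read-out basis: Baseline-normalised fluorescence change ratio, B-scored | Detection: Kinetic calcium dye fluorescence, Fluo-4 NW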
* = called active by the depositor; i = inactive; x = not tested or not shown. This is a random part of the collection; overall some 6.3% were active at least once.

SMILES | RGS4 act | MrgX1 PAM | hERG rescue | KCNK3 inh | RGS4 inh | KCNQ1 pot | KCNK9 block | KCNQ1 inh | TMEM16A inh | TMEM16A act | MrgX1 ag
CCOc1ccccc1C(=O)Nc1ccc(S(=O)(=O)Nc2cc(OC)nc(OC)n2)cc1 | i | i | -10.3 | i | i | i | i | i | i | i | i
O=[N+]([O-])c1ccc(Cl)c(S(=O)(=O)NCC2CCCO2)c1 (centres undefined) | i | i | -7.9 | i | i | i | i | i | i | i | i
Cc1ccccc1Cn1c(C)cc(C)c(C#N)c1=O | i | i | -7.8 | i | i | i | i | i | i | i | i
Cc1cc(C(F)(F)F)nn1CC(=O)Nc1ccc2c(c1)OCO2 | i | i | -10.8 | i | i | i | i | i | i | i | i
CC(NC(=O)Cn1c(=O)oc2cc(S(=O)(=O)N3CCCC3)ccc21)c1ccccc1 (centres undefined) | i | i | -7.5 | i | i | i | i | i | i | i | i
CC(=O)N1c2ccc(S(=O)(=O)NCCC(=O)Nc3ccc(C)cn3)cc2CC1C (centres undefined) | i | i | -9.8 | i | i | i | i | i | i | i | i
COCC(=O)Nc1ccc(N2CCN(c3ccccc3)CC2)c(F)c1 | i | i | -3.8 | i | i | i | i | i | i | i | i
O=C(Nc1ccc(Cl)cc1)OCc1ccccn1 | i | i | -6.8 | i | i | i | i | i | i | i | i
COc1ccc(C(=O)Nc2cnc3sc(C)nn3c2=O)cc1 | i | i | -5.3 | i | i | i | i | i | i | i | i
Cc1ccc(CNS(=O)(=O)NCc2ccccc2F)cc1 | i | i | -7.5 | i | i | i | i | i | i | i | i
O=C(OCC(=O)N1CCCC1=O)C1CCN(S(=O)(=O)c2c(Cl)cccc2Cl)CC1 | i | i | -13.7 | i | i | i | i | i | i | i | i
Nc1sc2c([n+]1CCCS(=O)(=O)[O-])CCCC2 | i | i | -3.3 | i | i | i | i | i | i | i | i
COc1ccc(C2NC(=O)N(C)C(C)=C2[N+](=O)[O-])cc1 (centres undefined) | i | i | -11.7 | i | i | i | i | i | i | i | i
CCCCOc1ccccc1C(=O)NCCCCCC(=O)O | i | i | -4.9 | i | i | i | i | i | i | i | i
Cc1ccccc1S(=O)(=O)Cc1ccc(C(=O)NCCCN2CCCC(C)C2)o1 (centres undefined) | i | i | -1.6 | i | i | i | i | i | i | i | i
CN(Cc1ccccc1)C1CC(=O)N(c2ccc(C(=O)O)cc2)C1=O (centres undefined) | i | i | -6.2 | i | i | i | i | i | i | i | i
COc1ccc(C2C(C(=O)C(C)(C)C)=C(O)C(=O)N2Cc2ccccc2)cc1 (centres undefined) | i | i | -1.6 | i | i | i | i | i | i | i | i
O=C(CN(C(=O)CCC(=O)Nc1nccs1)c1cccc(F)c1)NCC1CCCO1 (centres undefined) | i | i | -5.7 | i | i | i | i | i | i | i | i
Cc1cc(NC(=O)CN2CCCCCCC2)no1 | i | i | -3.7 | i | i | i | i | i | i | i | i
CC1(c2nnc(Cc3ccccc3)o2)CC(c2cccc([N+](=O)[O-])c2)=NO1 (centres undefined) | i | i | -15.0 | i | i | i | i | i | i | i | i
C#CCOCCOCCOCCNc1nc(N2CCN(C(=O)[C@H]([C@@H](C)O)n3cc(CCCCN)nn3)CC2)nc(N2CCN(C(=O)[C@H](CCCCN)n3cc(CCC(=O)O)nn3)CC2)n1 | x | i | x | i | x | x | x | x | i | i | i
Cn1ccnc1SCC(=O)Nc1sccc1C#N | i | i | -5.8 | i | i | i | i | i | i | i | i
CCCn1c(SCC(=O)Nc2nccs2)nnc1-c1cccnc1 | i | i | -0.1 | i | i | i | i | i | i | i | i
O=C(NC1CCS(=O)(=O)C1)c1ccc(-c2ccc(Br)cc2)o1 (centres undefined) | i | i | -8.6 | i | i | i | i | i | i | i | i
Cc1c(Cc2ccccc2)c(NCCCO)n2c(nc3ccccc32)c1C#N | i | i | -0.2 | i | i | i | i | i | i | i | i
Later entries:
SMILES | RGS4 act | MrgX1 PAM | hERG rescue | KCNK3 inh | RGS4 inh | KCNQ1 pot | KCNK9 block | KCNQ1 inh | TMEM16A inh | TMEM16A act | MrgX1 ag
O=C(C[n+]1cc(-c2ccccc2)n2c1CCCCC2)c1ccc(Br)cc1 | i | i | -8.9 | i | i | i | i | i | i | i | i
CCCc1c(C(=O)O)cnn1-c1ccc(Cl)cc1 | i | i | -0.3 | i | i | i | i | i | i | i | i
CSc1ccccc1C(=O)Nc1nc2ccccc2c(=O)[nH]1 | i | i | -5.8 | i | i | i | i | i | i | i | i
COc1ccc(CCNC(=O)/C=C/c2ccc(OC)c(S(=O)(=O)N3CCOCC3)c2)cc1 | i | i | -18.6 | i | i | i | i | i | i | i | i
Cc1sc2nc(CN3CCCCC3)nc(Nc3ccc4c(c3)OCCO4)c2c1C | i | i | -3.4 | i | i | i | i | i | i | i | i
Cc1nc2sc(-c3ccccc3)nn2c(=O)c1Br | i | i | -6.3 | i | i | i | i | i | i | i | i
CC(C)CN=c1cc(-c2ccccc2)oc2ccc(Cl)cc12 | i | i | -16.5 | i | i | i | i | i | i | i | i
CC1CCN(S(=O)(=O)c2ccc(Oc3ccc([N+](=O)[O-])cc3)cc2)CC1 | i | i | -3.4 | i | i | i | i | i | i | i | i
CC(=O)Nc1cccc(Oc2ccc([N+](=O)[O-])cc2Cl)c1 | i | i | -6.9 | i | i | i | i | i | i | i | i
COc1cccc(Nc2nc(N)nc(CCl)n2)c1 | i | i | -4.9 | i | i | i | i | i | i | i | i
O=C(Cn1cnc2ccccc2c1=O)N1CCOCC1 | i | i | -5.0 | i | i | i | i | i | i | i | i
S=c1[nH]nc(-c2ccncc2)n1Cc1ccccc1 | i | i | -7.0 | i | i | i | i | i | i | i | i
CNC(=S)N(Cc1cc2cc(C)ccc2n2nnnc12)CC(C)(C)CN(C)C | i | i | -4.6 | i | i | i | i | i | i | i | i
CC(C)NC(=O)C1CCN(S(=O)(=O)c2ccc(N3CCCC3=O)cc2)CC1 | i | i | -15.5 | i | i | i | i | i | i | i | i
O=C(/C=C/c1ccco1)Nc1ccccc1N1CCOCC1 | i | i | -16.3 | i | i | i | i | i | i | i | i
O=C(NCCOc1ccccc1)C1CCC(=O)N(C2CCCCCC2)C1 (centres undefined) | i | i | -10.2 | i | i | i | i | i | i | i | i
CC(CN1CCCCC1)C(=O)NNC(=O)C12CC3CC(CC(C3)C1)C2 (centres undefined) | i | 7.64* | -8.8 | i | i | i | i | i | i | i | i
S=C(Nc1ccc2nsnc2c1)N1CCCCCC1 | i | i | -8.5 | i | i | i | i | i | i | i | i
Fc1ccc(Cn2nnnc2C(c2cccs2)N2CCCCCC2)cc1 (centres undefined) | i | i | -5.8 | i | i | i | -13.1* | i | i | i | i
O=C(O)C1C2C=CC(C2)C1C(=O)NCc1ccc2c(c1)OCO2 (centres undefined) | i | i | -0.7 | -8.95* | i | i | i | i | i | i | i
O=C(O)C1CC=CCC1C(=O)Nc1ccc2c(c1)OCCO2 (centres undefined) | i | i | -8.5 | i | i | i | i | i | i | i | i
COc1nc(NCCC2=CCCCC2)nc(OC)n1 | i | i | -5.1 | i | i | i | i | i | i | i | i
Cc1cc(C)nc(SC/C=C/c2ccccc2)n1 | i | i | 0.2 | i | i | i | i | i | i | i | i
O=C(CCCOc1ccc(Cl)cc1)N1CCCCCC1 | i | i | -4.4 | i | i | i | i | i | i | i | i
NC1=NC(=Nc2ccccc2)c2ccccc21 | i | i | -6.2 | i | i | i | i | i | i | i | i
Other records follow:
SMILES | RGS4 act | MrgX1 PAM | hERG rescue | KCNK3 inh | RGS4 inh | KCNQ1 pot | KCNK9 block | KCNQ1 inh | TMEM16A inh | TMEM16A act | MrgX1 ag
COc1ccc(CCNCC(=O)Nc2ccc(C(=O)N3CCCCC3)cc2)cc1 | i | i | -6.8 | i | i | i | i | i | i | i | i
Cc1cc(N2C(=O)C3C4C=CC(C4)C3C2=O)ccc1NC(=O)c1cccs1 (centres undefined) | i | i | 0.5 | i | i | i | i | i | i | i | i
CCOC(=O)CNC(=O)CSc1nc2c(C)cccc2cc1CC | i | i | -2.5 | i | i | i | i | i | i | i | i
O=C(NCc1ccc2c(c1)OCO2)C1CCCN1S(=O)(=O)c1ccc(Cl)cc1 (centres undefined) | i | i | -12.4 | i | i | i | i | i | i | i | i
Cc1ccc([N+](=O)[O-])cc1NC(=O)C[n+]1ccccc1 | i | i | -20.5 | i | i | i | i | i | i | i | i
COC(=O)c1ccc(OCCCCN2CC(C)OC(C)C2)cc1 (centres undefined) | i | 10.2* | -8.7 | i | i | i | i | i | i | i | i
COc1ccccc1NC(=O)/C=C/c1ccc2c(c1)OCO2 | i | i | -9.8 | i | i | i | i | i | i | i | i
COc1ccc(-c2ccnc3nc(/N=C/N(C)C)nn23)cc1 | i | i | -14.7 | x | i | i | i | i | i | x | i
CCN1C(=O)[C@H]2[C@@H](c3ccc(-c4ccc5c(c4)OCO5)cc3)N3CCC[C@@]3(C(=O)OC)[C@H]2C1=O | i | i | -6.0 | i | i | i | i | i | i | i | i
CC(C)Nc1nc(Oc2cccc(Cl)c2Cl)cc(C(F)(F)F)n1 | i | i | -16.4 | i | i | i | i | i | i | i | i
Cc1ccc(-n2nc3c(c2NC(=O)c2ccc(S(=O)(=O)N4CCOCC4)cc2)CSC3)c(C)c1 | x | i | x | i | x | x | x | x | i | i | i

High-throughput results from PubChem BioAssay.
